# EBNA-1 inh: blocks EBNA-1 binding to DNA | 300,000 tested, 0.34% active | EBNA-1 DNA binding, fluorescence polarization | inhibition, % at 14.8 µM; in the data active = inhibition above about 28%
# PAFAH1B3 FP inh: PAFAH1B3 (human) inhibition. recombinant PAFAH1B3, FP-rhodamine probe, fluorescence polarization. Q15102. AID 492972. inhibition, % at 3.39 µM. 340,000 tested, 0.28% active;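 active = inhibition above the screen-wide average of all tested compounds plus 3 SD, cut at about 25% in these data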;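 also: 0% = enzyme with DMSO only and 100% = wells lacking PAFAH1B3 protein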
# Target sequence (Q15102 whole entry, looked up): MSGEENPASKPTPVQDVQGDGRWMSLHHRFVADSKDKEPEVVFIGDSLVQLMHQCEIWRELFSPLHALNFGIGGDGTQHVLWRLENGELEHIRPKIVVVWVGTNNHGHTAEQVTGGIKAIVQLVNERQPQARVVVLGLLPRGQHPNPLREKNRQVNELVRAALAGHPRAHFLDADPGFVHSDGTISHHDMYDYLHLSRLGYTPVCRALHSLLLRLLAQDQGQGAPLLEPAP
# ZTA DNA inh: blocks Epstein-Barr virus ZTA, an EBNA-1 counter-screen | inhibition, % at 11 µM | 320,000 tested, 0.15% active | P03206 | ZTA-DNA binding, fluorescence polarization; in the data active = inhibition above about 33%
# PAFAH1B2 inh: PAFAH1B2 (human) inhibition; recombinant PAFAH1B2, FP-rhodamine activity probe, fluorescence polarization; inhibition, % at 3.39 µM; 340,000 tested, 1.2% active;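 active = inhibition above the mean of all tested compounds plus 3 SD, cut at about 24% in these data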;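 also: 0% = enzyme with DMSO and 100% = wells lacking PAFAH1B2; many of its hits are not listed in these tables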
# Target sequence (P68402 whole entry, looked up): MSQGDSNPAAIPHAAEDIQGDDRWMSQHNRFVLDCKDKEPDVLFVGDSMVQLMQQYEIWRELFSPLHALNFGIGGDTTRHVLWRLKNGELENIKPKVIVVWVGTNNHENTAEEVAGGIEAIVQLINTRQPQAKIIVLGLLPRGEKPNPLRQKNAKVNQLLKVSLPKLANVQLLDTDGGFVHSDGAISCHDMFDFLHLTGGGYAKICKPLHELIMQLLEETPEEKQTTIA
# pPAFAH FP inh: inhibitors of human plasma PAF acetylhydrolase (pPAFAH); inhibition, % at 3.39 µM; recombinant pPAFAH, FP-rhodamine probe fluorescence polarization; 330,000 tested, 1.5% active; Q13093;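 active = inhibition above the mean inhibition across the screen plus 3 SD, cut at about 25% in these data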;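 also: inhibitors block binding of the rhodamine activity-based probe so polarization drops; 0% = enzyme with DMSO and 100% = wells lacking pPAFAH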
# LYPLA2 counter: LYPLA2 (human) inhibition in PME1 counter-screen; O95372; recombinant LYPLA2, FP-Rh probe fluorescence polarization; inhibition, % at 5.9 µM; 320,000 tested, 0.38% active; AID 2177;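 active = inhibition above the screen-wide mean plus 3 SD, limit set per campaign, cut at about 26% in these data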;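 also: 0% = LYPLA2 with DMSO and 100% = wells lacking LYPLA2 enzyme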
# Target sequence (O95372 whole entry, looked up): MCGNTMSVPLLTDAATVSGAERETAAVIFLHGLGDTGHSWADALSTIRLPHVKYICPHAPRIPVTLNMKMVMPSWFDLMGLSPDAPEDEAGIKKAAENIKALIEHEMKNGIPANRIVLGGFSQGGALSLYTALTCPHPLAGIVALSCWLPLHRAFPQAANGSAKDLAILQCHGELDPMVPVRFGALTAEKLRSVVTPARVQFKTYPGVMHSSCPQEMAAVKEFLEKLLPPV
# LYPLA1 counter: blocks human lysophospholipase 1, a PME1 counter-screen; O75608; recombinant LYPLA1, FP-Rh probe fluorescence polarization; inhibition, % at 5.9 µM; 320,000 tested, 0.16% active; AID 2174;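 active = inhibition above the mean of all tested compounds plus 3 SD, set per campaign, cut at about 14% in these data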;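 also: inhibitors block serine hydrolase probe labeling of LYPLA1 so polarization falls; 0% = enzyme with DMSO and 100% = wells lacking LYPLA1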
# Target sequence (O75608 whole entry, looked up): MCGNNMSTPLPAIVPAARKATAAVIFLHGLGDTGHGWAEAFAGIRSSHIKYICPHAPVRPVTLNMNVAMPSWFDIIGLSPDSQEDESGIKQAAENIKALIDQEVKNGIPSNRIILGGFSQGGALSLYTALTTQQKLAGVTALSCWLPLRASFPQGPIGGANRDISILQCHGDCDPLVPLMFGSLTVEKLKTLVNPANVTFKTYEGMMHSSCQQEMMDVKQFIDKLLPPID
# PAFAH2 inh: PAFAH2 (human) inhibition. Q99487. recombinant PAFAH2, FP-rhodamine activity probe, fluorescence polarization. inhibition, % at 3.39 µM. 340,000 tested, 0.99% active;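 active = inhibition above the mean over all tested compounds plus 3 SD, cut at about 30% in these data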;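 also: inhibitors block probe labeling of enzyme so polarization drops; 0% = enzyme with DMSO and 100% = wells lacking PAFAH2 protein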
# PREPL inhibitor: inhibitors of human prolyl oligopeptidase-like enzyme PREPL; AID 2751; inhibition, % at 5.96 µM; recombinant PREPL, fluorescence polarization activity-based probe; 320,000 tested, 0.68% active; in the data active = inhibition above about 43%;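 also: 0% = enzyme with DMSO and 100% = wells lacking enzyme; many of its hits are not listed in these tables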
# Numbers without * were called inactive; x = no result given. This is a subset. The share of hits here may be higher or lower than overall.
# Screens in order: LYPLA1 counter, PAFAH1B2 inh, PREPL inhibitor, ZTA DNA inh, LYPLA2 counter, PAFAH2 inh, PAFAH1B3 FP inh, pPAFAH FP inh, EBNA-1 inh
Cc1nc(=O)c(-c2ccccc2)c(C)n1-c1cccc(/C=C/C(=O)O)c1
    -1, 1, 13, 0, -7, -3, -4, 0, -13
Cc1noc(C)c1NC(=O)Nc1ccc2c(c1)C(=O)N([C@H](C)CO)C[C@H](C)[C@@H](CN(C)S(=O)(=O)c1ccc(F)cc1)O2
    x, 1, 19, x, x, -2, 3, 0, x
O=C(CN(C(=O)c1csnn1)c1ccc2c(c1)OCCO2)NCc1ccccc1
    3, 5, 2, 12, 8, 9, -2, 6, 6
CN1C(=O)CSC1=Nc1ccc(Br)cc1
    -1, 1, 1, 2, -2, -2, 7, -1, -14
O=Cc1cccc(OC(=O)/C=C/c2ccco2)c1
    3, 5, 18, 26, 5, 15, 9, 30*, -1
Cc1nc(-c2nc(-c3c(C(=O)NN)noc3C)cs2)cs1
    2, 4, -95, -9, -2, -5, -1, 1, 0
Fc1cccc(NC(=S)N2CCn3cccc3C2c2cccnc2)c1 (centres undefined)
    0, 4, 3, 13, -5, -5, 9, -4, 8
O=C(COc1cc(F)ccc1[N+](=O)[O-])Nc1ccc(N2CCOCC2)cc1
    1, 6, 9, -2, 6, -5, 1, 0, 13
CC(=O)OCC1OC(OC(C)=O)C(NC(=O)Cc2ccccc2)C(OC(C)=O)C1OC(C)=O (centres undefined)
    5, 1, -4, -12, -2, 2, 7, 2, -5
COc1ccccc1N1CCN(/N=C/c2cccc(OC)c2O)CC1
    2, 1, 3, -8, 4, 2, 11, -3, 4
O=C1COc2ccc(C(=O)CSc3nnc(-c4cccs4)n3Cc3ccccc3)cc2N1
    5, 0, -17, 11, 3, 5, 3, 3, 11
CC(C)C[C@H](NC(=O)[C@@H]1Cc2ccccc2CN1)C(=O)Nc1ccc(C(C)C)cc1
    -5, 5, 7, 0, 10, -6, -1, 2, -5
CN(C)S(=O)(=O)c1ccc(C(=O)Nc2nc(-c3ccccc3)c(C(=O)c3ccccc3)s2)cc1
    -1, -4, -3, 4, 3, 1, 4, 1, 3
CCOP(=O)(OCC)c1nc(-c2ccc(Cl)cc2Cl)oc1N1CCCCC1
    1, 3, -5, -1, -7, 0, 2, 2, -7
O=C(COc1ccc(-n2cnnn2)cc1)Nc1ccc(F)c(F)c1F
    2, 6, 11, 15, 4, -5, 16, -1, x
COc1ccc(/C=C/C(=O)Nc2sc(Cc3ccccc3)c(C)c2C(N)=O)cc1
    -3, -6, 6, -12, 3, -6, 7, -2, 11
CC(C)CCNC(=O)c1cc([N+](=O)[O-])ccc1N1CCOCC1
    -1, 0, -4, 4, 1, 6, 1, -1, 5
c1ccc(Oc2nc(Oc3ccccc3)nc(N3CCOCC3)n2)cc1
    2, 4, 5, -23, 6, 0, 5, -1, -4
NC(=O)C1CC(=O)N(CCc2ccc(F)cc2)C1 (centres undefined)
    -3, 5, -2, -4, 1, -1, 6, 1, -9
CCOC(=O)c1cnc2c(Cl)c(Cl)ccc2c1NCCN1CCOCC1
    7, 3, -2, 21, -1, -2, 10, 4, 12
COc1ccccc1C(=O)COC(=O)CCCN=C1NS(=O)(=O)c2ccccc21
    2, 0, -8, 9, -2, -1, 7, 18, 10
Cc1ccc(N(CC(=O)NCc2ccc(F)cc2)S(=O)(=O)c2c(C)nn(C)c2C)cc1
    -3, 5, 4, -25, 4, 4, 15, 2, -6
CCC1CCCCN1C(=S)Nc1ccc(OC(F)F)cc1 (centres undefined)
    -1, 4, 7, 5, 8, -5, -6, 5, 1
COc1cccc(/C(O)=C2/C(=O)C(=O)N(CCN3CCOCC3)C2c2cccs2)c1 (centres undefined)
    -1, -1, 5, 0, 1, 2, -5, 1, 16
COc1ccccc1NC(=O)NC1(C(=O)N2CCC(C)CC2)CCCCC1
    3, 5, -2, -11, 6, -4, 7, 4, -2
Cc1occc1C(=O)NC1CCCCCCC1
    4, 8, 6, -7, -2, -4, 3, 4, 6
CN(C)c1ccc(C(CNC(=O)c2ccccc2F)c2c[nH]c3ccccc23)cc1 (centres undefined)
    -1, -1, 47*, 4, -5, 7, 5, 3, -5
CCc1csc(CCNC(=O)C2CCC(=O)N(CCOC)C2)n1 (centres undefined)
    -1, 4, 3, -4, -5, 0, 9, 5, -18
Cn1c(=O)cc(SCC(=O)NCCCN2CCOCC2)c2ccc(Cl)cc21
    3, -1, 7, 12, 2, 8, -5, 2, 1
CCCN(CC(=O)Nc1ccc(C(C)=O)cc1)CC(=O)Nc1ccccc1C
    -2, -2, -118, -6, -3, -1, 7, -3, 0
O=C(NCC(=O)N1CCN(c2ccccc2)CC1)c1ccco1
    0, -1, -1, -1, 3, 7, 1, 7, -7
COc1cc(OC)c2ccc(=O)oc2c1C(CC(=O)N1CCCC1)c1ccc(N(C)C)cc1 (centres undefined)
    4, 10, 6, -15, -1, 3, 10, 0, -14
COc1ccc(NC(=O)CN2C(=O)NC3(CC(C)CC(C)(C)C3)C2=O)cc1S(=O)(=O)N1CCCCC1 (centres undefined)
    -3, 2, 17, 14, -1, 9, 5, 6, 3
CC(=O)NC(Cc1ccccc1)C(=O)NC(Cc1ccccc1)C(=O)O (centres undefined)
    -2, 4, 6, -4, -8, 1, 10, -2, 0
Fc1ccccc1C(c1nnnn1C1CCCC1)N1CCN(Cc2ccccc2)CC1 (centres undefined)
    1, 6, 18, -32, 7, 5, 3, 7, -12
O=C(NCCN1CCOCC1)c1ccc2c(c1)N(Cc1ccc(F)cc1)C(=O)c1ccccc1S2(=O)=O
    0, 1, 7, -4, -1, 8, 3, 1, -3
COc1ccc(/C=C/C(=O)N2CCN(S(=O)(=O)c3ccccc3Br)CC2)cc1OC
    x, -1, 0, x, x, 8, 6, 3, x
O=C(Nc1ccc(N2CCOCC2)nc1)c1ccccc1Cl
    3, -1, 14, -6, 8, -4, -1, -2, -6
O=[N+]([O-])c1ccc2c(c1)nc1n2CCN(CC2CCCO2)C1 (centres undefined)
    1, 4, 13, -4, 2, -1, 3, 1, 8
CC(C)(C)c1ccc(C(=O)NC(=O)COC(=O)c2ccc(Br)o2)cc1
    x, 2, 11, x, x, 3, -6, 3, x

# Whole records, looked up by structure. Values in the order: LYPLA1 counter, PAFAH1B2 inh, PREPL inhibitor, ZTA DNA inh, LYPLA2 counter, PAFAH2 inh, PAFAH1B3 FP inh, pPAFAH FP inh, EBNA-1 inh
# O=[N+]([O-])c1ccc2c(c1)nc1n2CCN(CC2CCCO2)C1 (centres undefined) as listed: 1, 4, 13, -4, 2, -1, 3, 1, 8
# COc1cc(OC)c2ccc(=O)oc2c1C(CC(=O)N1CCCC1)c1ccc(N(C)C)cc1 (centres undefined) as listed: 4, 10, 6, -15, -1, 3, 10, 0, -14

# At a glance, some entries already given:
# Screens in order: LYPLA1 counter, PAFAH1B2 inh, PREPL inhibitor, ZTA DNA inh, LYPLA2 counter, PAFAH2 inh, PAFAH1B3 FP inh, pPAFAH FP inh, EBNA-1 inh
Cc1nc(=O)c(-c2ccccc2)c(C)n1-c1cccc(/C=C/C(=O)O)c1
    -1, 1, 13, 0, -7, -3, -4, 0, -13
Cc1noc(C)c1NC(=O)Nc1ccc2c(c1)C(=O)N([C@H](C)CO)C[C@H](C)[C@@H](CN(C)S(=O)(=O)c1ccc(F)cc1)O2
    x, 1, 19, x, x, -2, 3, 0, x
O=C(CN(C(=O)c1csnn1)c1ccc2c(c1)OCCO2)NCc1ccccc1
    3, 5, 2, 12, 8, 9, -2, 6, 6
CN1C(=O)CSC1=Nc1ccc(Br)cc1
    -1, 1, 1, 2, -2, -2, 7, -1, -14
O=Cc1cccc(OC(=O)/C=C/c2ccco2)c1
    3, 5, 18, 26, 5, 15, 9, 30*, -1

# Remaining list, next part:
# Screens in order: LYPLA1 counter, PAFAH1B2 inh, PREPL inhibitor, ZTA DNA inh, LYPLA2 counter, PAFAH2 inh, PAFAH1B3 FP inh, pPAFAH FP inh, EBNA-1 inh
Cc1ccnc(NC(=O)Nc2ccc3c(c2)OCO3)c1
    -3, 7, 0, 3, 6, 4, 4, 4, 6
Cc1ccnc(-n2c(C)cc(C=O)c2C)c1
    -3, 2, 6, -3, 1, 5, -1, -1, 1
O=C(NCc1cccs1)C1CCN(C(=O)NCc2ccccc2)CC1
    1, 4, 12, 1, 0, -3, 2, -3, 3
CNC(=O)c1cc2cc(OC)ccc2oc1=O
    -2, 2, 8, 5, -1, 6, 1, 4, -3
CCCCN(CCCC)CCNC(=O)CNC(=O)c1cccs1
    3, 1, 7, -17, 5, 11, 7, 5, 10
CCn1c(N2CCN(S(=O)(=O)c3ccc(Cl)cc3)CC2)nc2ccccc21
    2, 13, 10, 1, 14, -3, -4, 11, -10
COc1ccccc1C(=O)NCC(=O)N1CCN(C/C=C/c2ccccc2)CC1
    x, 7, 1, x, x, 1, 11, 4, x
Cc1ccc(C(=O)OCC(=O)Nc2ccc(F)c(Cl)c2)o1
    1, 1, -5, 15, 5, 85*, 3, 7, x
COc1ccc(Nc2cc(Cl)nc(N)n2)cc1OC
    -1, 11, 0, -14, -5, 4, 4, 3, -6
COc1cccc(CNC(=O)CNC(=O)N2CC(=O)Nc3ccccc32)c1
    3, -6, -7, 3, 6, 0, 8, 1, 1
CS(=O)(=O)N(Cc1ccc(Cl)cc1)c1ccc(C(=O)NCC2CCCO2)cc1 (centres undefined)
    -1, 5, 0, 1, -1, 0, -6, 3, 11
CCOC(=O)c1sc(NC(=O)Nc2ccccc2Cl)cc1C
    -29, 2, 23, -1, -31, -47, 6, 14, 2
CC(C)(C)NC(=O)C(c1cccnc1)N(C(=O)c1csnn1)c1ccccc1 (centres undefined)
    2, 6, 1, 1, -3, 3, 9, 1, -6
CCS(=O)(=O)N1CCC(C(=O)Oc2ccccc2)CC1
    0, 3, 13, -12, 7, -1, 9, 5, -10
CC(Sc1nnc2ccccn12)C(=O)Nc1ccc2c(c1)OCO2 (centres undefined)
    4, -1, 1, -3, 7, 0, 8, 10, -4
Cc1cnn(C(=S)NCc2ccc(Cl)cc2)c1
    0, x, -4, 8, -4, x, x, -1, 11
CC(C)OC(=O)/C(=C/c1ccc2c(c1)c1ccccc1n2C)NC(=O)c1ccccc1
    -8, 0, 4, -4, -2, 5, -1, 10, 6
CC(C)(C)c1ccc(Oc2ccc(NC(=O)c3cccs3)cn2)cc1
    -21, -5, -6, 4, -55, -13, 3, -8, 3
O=C1NC2(C=Cc3c(ccc4ccccc34)O2)Oc2ccccc21 (centres undefined)
    0, 0, -3, -1, 5, 1, -5, 3, 2
O=C(Oc1cccc2ccccc12)c1ccncc1
    4, 3, 6, 10, 6, 6, 6, 5, 2
COC(=O)c1ccc(CNC(=O)Cn2nnnc2CN(C)C(C)C)cc1
    1, 2, -2, -10, 4, -1, 1, 3, -10
CCOC(=O)N1CCN(c2c(NCC3CCN(Cc4cccc(C)c4)CC3)c(=O)c2=O)CC1
    -6, 0, 10, -6, -7, -3, -8, 3, 3
O=C(Cc1nc2ccccc2s1)c1ccc(O)cc1O
    -5, x, 11, -5, -9, x, x, 1, -8

# Screening data: PubChem BioAssay, The Scripps Research Institute Molecular Screening Center
